Source: PubChem BioAssay
NS3 helicase inh: blocks Hepatitis C virus NS3 helicase unwinding. NS3 helicase DNA unwinding, Cy5 molecular beacon fluorescence. inhibition, % at 10.9 µM. 0.56% of 290,000 active. AID 1800;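 active = inhibition above the mean of all tested compounds plus 3 SD, set per campaign, cut at about 35% in these data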;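 also: 0% = DMSO wells and 100% = thioflavine S control wells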
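test system = hepatitis C virus NS3 helicase domain fragment enzyme | reagent = annealed dual-labelled DNA beacon duplex, ATP-started | times = 1 h at 25 °C | detection = Cy5 fluorescence, 0 and 60 min reads | read-out basis = percent inhibition from t60/t0 fluorescence ratio | control set = DMSO and thioflavine S | replication = one well per compound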
GalR3 antagonist: human GalR3 antagonism | AID 651719 | O60755 | 0.44% of 360,000 active | HEK293 GalR3-CNG cAMP membrane potential fluorescence; galR3 body fused to GalR1 C-terminus | inhibition, % at 3 µM;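 active = inhibition above the screen-wide average plus 3 SD, cut at about 13% in these data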;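 also: forskolin and galanin both at EC90 stimulate the cells; cAMP rise reported by CNG channel membrane potential dye signal; 0% = forskolin plus galanin with DMSO and 100% = forskolin alone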
Target sequence (O60755 1-299 limits assumed): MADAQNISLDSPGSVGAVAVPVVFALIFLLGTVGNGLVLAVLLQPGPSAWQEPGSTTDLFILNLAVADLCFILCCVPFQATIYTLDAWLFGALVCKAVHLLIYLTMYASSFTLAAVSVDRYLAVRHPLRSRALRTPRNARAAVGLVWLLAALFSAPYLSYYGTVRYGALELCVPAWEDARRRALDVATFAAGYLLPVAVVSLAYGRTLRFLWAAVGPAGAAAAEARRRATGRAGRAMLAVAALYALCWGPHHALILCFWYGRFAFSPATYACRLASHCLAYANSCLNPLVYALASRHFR
IDE act: boosts human insulin-degrading enzyme activity in HEK cells | P14735 | FAbeta-B cleavage, fluorescence polarization; 0% vehicle, 100% cell-free pure enzyme wells | activation, % at 5.96 µM | 0.073% of 340,000 active | AID 493087;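 active = activation above the mean of all tested compounds plus 3 SD, set per screening campaign, cut at about 17% in these data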
p-CIP stab down: lowers stability of the mouse p/CIP coactivator protein; 0.01% of 290,000 active; Q05BA5; F442A p/CIP-EGFP cells, EGFP fluorescence, 16 h; decrease of EGFP signal, % at 10 µM;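 active = EGFP signal decrease of at least 30% at 10 µM or well 3 SD below plate mean, unless failing retest; inactive = the rest, including hits failing retest or dose response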; also: some compounds called inactive have numbers as strong as hits; many of its hits are not listed in these tables
CRFR2-BP antag: CRF-BP/CRF-R2 complex antagonism; inhibition, % at 11.8 µM; 0.59% of 350,000 active; AID 588475; HEK293 CRF-R2/CRF-BP, CRF-induced calcium fluorescence;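 active = inhibition of the ligand-induced calcium signal above about 50% at the single tested concentration, limit read from the data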
SUMO HTRF inh: SUMOylation inhibition | P63279 | AID 2006 | HTRF SUMOylation assay, SAE1/SAE2 + UBC9, in vitro | 0.36% of 290,000 active | inhibition, % at 35 µM; in the data active = inhibition above about 50%, passing the limit was not always enough; also: strong numbers were not always called active
Target sequence (P63279 whole entry, looked up): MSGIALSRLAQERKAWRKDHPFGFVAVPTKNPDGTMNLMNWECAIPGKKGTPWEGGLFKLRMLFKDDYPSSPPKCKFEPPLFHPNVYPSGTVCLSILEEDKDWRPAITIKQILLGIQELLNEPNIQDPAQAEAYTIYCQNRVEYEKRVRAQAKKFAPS
IDE cell inh: cellular human IDE inhibition | P14735 | HEK cells, FAbetaB cleavage, fluorescence polarization | inhibition, % at 5.59 µM | 0.41% of 320,000 active;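 active = percent inhibition above the average of all tested compounds plus 3 SD, set per screening campaign, cut at about 16% in these data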;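 also: IDE supplied by intact live HEK cells; FP after avidin binding of uncleaved biotin substrate so inhibition keeps polarization high; 0% = DMSO wells and 100% = 60 µM reference IDE inhibitor Ii1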
IMP-1 inh: inhibitors of Pseudomonas aeruginosa IMP-1 metallo-beta-lactamase; inhibition, % at 5.6 µM; 0.45% of 290,000 active; purified IMP-1, nitrocefin hydrolysis, epi-absorbance fluorescence;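 active = inhibition above the mean plus 3 SD of all compounds in the same screening run, cut at about 4.5% in these data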;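 also: 0% = IMP-1 with DMSO and 100% = DMSO wells lacking enzyme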
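Assay system: purified IMP-1; Quantity: IMP-1 0.2 nM before substrate addition; Medium: HEPES buffer pH 7.1 with ZnSO4 and Brij 35; Incubation: 15 min enzyme–compound preincubation, then 25 min nitrocefin reaction, 25 °C; Signal: fluorescence quenching readout, ex 480/em 530 nm; Controls: DMSO with and without IMP-1; Repeats: singlicate testing.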
VIM-2 inhibitor: inhibitors of Pseudomonas aeruginosa VIM-2 metallo-beta-lactamase; purified VIM-2, nitrocefin hydrolysis, epi-absorbance fluorescence; inhibition, % at 5.6 µM; 0.89% of 290,000 active;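 active = inhibition above the mean of all tested compounds plus 3 SD, cutoff set per screening run, cut at about 7.5% in these data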;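 also: red hydrolysis product quenches plate fluorescence so inhibitors raise well fluorescence; 0% = enzyme with DMSO and 100% = DMSO without enzyme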
* = called active by the depositor; / = no result given.

SMILES	NS3 helicase inh	GalR3 antagonist	IDE act	p-CIP stab down	CRFR2-BP antag	SUMO HTRF inh	IDE cell inh	IMP-1 inh	VIM-2 inhibitor
CCOc1ccc(OCCSc2nnnn2-c2ccccc2)cc1	-1	-4	6	0	11	-3	3	-4.2	-3.3
COc1ccc(N(C(C)=O)C2C=CS(=O)(=O)C2)c(OC)c1 (centres undefined)	7	-3	0	2	-3	12	4	-2.9	-3.1
Cc1ccc(-n2ccc(-c3nn(-c4ccccc4)ccc3=O)n2)cc1	13	5	1	3	6	15	7	-0.7	-1.2
CC1CN(c2nc3ccccn3c(=O)c2/C=C(\C#N)C(N)=O)CC(C)O1 (centres undefined)	2	-4	0	-18	6	19	-2	-1.8	-1.9
COc1ccc(S(=O)(=O)n2nc(-c3cc(OC)c(OC)c(OC)c3)cc2N)cc1OC	-2	-1	5	-4	10	17	1	-3.3	-1.5
CCCSCCCNC(=O)c1ccc(C)c(NC(=O)C2=C(C)OCCS2)c1	0	-8	2	-2	2	-3	1	-0.9	-2.3
COCCNC(=O)/C(C#N)=C/c1c(N2CCN(c3cccc(Cl)c3)CC2)nc2c(C)cccn2c1=O	10	-11	-2	-3	31	9	1	-4.0	-0.1
CC1(C)CC(=O)C=C(NCCN2CCN(C(=O)Nc3ccccc3)CC2)C1	2	-3	-1	-5	9	13	7	-3.5	-1.7
COC(=O)c1cn(NC(=O)Cc2ccccc2Br)c(=O)c2ccccc12	-1	-6	3	-17	-6	-6	-4	-2.3	-0.3
COc1cccc2c1cc1c(=O)n(CC(=O)NCc3ccccn3)nc(C)n12	6	/	6	0	6	16	1	-1.9	1.7
CCOC(=O)c1c(C)cc(C)[nH]c1=O	13	-4	6	-25	1	12	0	-0.3	-0.4
CCOC(=O)C1C(=O)NC(N2CCOCC2)=NC1c1ccco1 (centres undefined)	-1	-3	1	-3	-2	20	4	-1.4	-0.3
O=C(C1=C(O)C(=O)N(CC2CCCO2)C1c1ccccc1F)c1ccco1 (centres undefined)	1	-8	6	-1	4	16	-3	0.2	-0.2
O=C(c1ccc(=O)[nH]c1)N1CCN(S(=O)(=O)c2ccc3ccccc3c2)CC1	/	-5	-10	/	-1	/	3	/	/
COc1ccc(NC(=O)CN2CCCCC2)c([N+](=O)[O-])c1	-7	4	-4	3	-4	-2	2	-2.4	-1.7
CC(NC(=O)c1cc2cc(F)ccc2[nH]1)c1ccccc1 (centres undefined)	-5	2	0	0	-46	-1	-3	-2.8	-2.1
O=C(Cn1c(=O)c2sccc2n(Cc2ccc([N+](=O)[O-])cc2)c1=O)NCCc1ccccc1	8	-1	3	14	4	15	4	-3.5	-1.7
O=C(Nc1ccc2c(c1)OCCO2)C1CCN(S(=O)(=O)c2ccc3c(c2)OCCO3)CC1	-3	-6	3	-10	-14	0	3	-0.3	-2.4
O=C(COC(=O)c1nc(Cl)c(Cl)c(Cl)c1Cl)NCc1ccccc1	/	-8	3	/	11	/	-4	/	/
O=C(NCc1cccs1)c1nn2cccnc2c1Cl	0	-2	0	4	24	3	-4	-0.2	-1.8
O=C(Cc1ncon1)Nc1ccc(F)c(F)c1F	7	-5	5	9	6	2	8	-0.2	1.0
Cn1cc(S(=O)(=O)NCCc2ccccc2)c(=O)n(C)c1=O	7	-3	2	-9	3	-12	-1	-2.5	-3.3
CC1(C)CC(=O)C=C(c2ccc(F)nc2)C1	/	-6	2	/	4	/	-7	/	/
Cc1ccc(NS(=O)(=O)c2cn(C)c(=O)n(C)c2=O)c(C)c1	4	/	-4	3	10	-12	1	-1.4	-0.4
COCCNC(=O)C(OC(=O)c1cc2oc(C)cc2n1C)C(C)C (centres undefined)	3	0	0	-10	3	4	-7	-2.9	-3.6
(next part)
SMILES	NS3 helicase inh	GalR3 antagonist	IDE act	p-CIP stab down	CRFR2-BP antag	SUMO HTRF inh	IDE cell inh	IMP-1 inh	VIM-2 inhibitor
CCOC(=O)Cc1csc(NC(=O)c2sc3nc4c(C)cc(C)cc4cc3c2N)n1	38*	-1	-10	-3	-49	1	4	-2.4	0.7
O=C(NCCNc1ccc([N+](=O)[O-])cc1)c1ccccc1Br	1	-4	3	8	12	-21	-2	-0.3	-4.3
CC1CC(=O)c2cnc(N3CCOCC3)nc2C1 (centres undefined)	3	-3	3	7	-13	-1	0	0.3	-1.8
CCN(CC(=O)NCc1cccs1)S(=O)(=O)c1cccc(Br)c1	/	-1	-1	/	2	/	-6	/	/
Cc1cccc(-c2ccc(NC(=O)C3CCN(CC4CC4)CC3)cc2)c1	-58	-12	2	-5	-15	-4	3	-0.4	-1.6
O=C(Oc1ccc(N(Cc2cccs2)C2=NS(=O)(=O)c3ccccc32)cc1)c1ccco1	3	-1	0	7	25	-8	0	-1.5	-2.3
CN(C)c1ccc(NS(=O)(=O)c2ccc(Cl)cc2)cc1	8	-6	2	-1	11	-4	-1	-13	-1.7
COc1ccc(C2CC(c3c(-c4ccccc4)c4cc(Cl)ccc4[nH]c3=O)=NN2S(C)(=O)=O)cc1OC (centres undefined)	5	-3	11	-6	-8	19	6	-0.6	-0.5
CC(=O)Nc1ccc(NC(=O)COC(=O)c2cc([N+](=O)[O-])ccc2N2CCOCC2)cc1	-3	-2	5	-10	18	16	-3	-2.2	-2.5
O=C(CN1CCCCC1)NN(Cc1ccccc1)c1ccccc1	-6	0	0	-7	-29	10	6	0.7	0.1
Cc1nnc(SCC(=O)NC(=O)NC(C)C)s1	5	2	2	16	0	2	4	-2.1	-4.5
CC(NC(=O)COC(=O)CCC(=O)c1ccc(F)cc1)c1ccccc1 (centres undefined)	/	-1	4	/	1	/	5	/	/
Cc1nc(C)c(-c2csc(NCCc3ccccc3)n2)s1	-9	-2	2	-4	15	16	2	-1.4	-2.9
Cc1cccc(C(C)C)c1NC(=O)c1c(-c2ccccc2)noc1C	2	-3	0	-1	-4	15	5	-3.5	-1.7
O=C1CC(N2CCN(Cc3ccc(Cl)cc3)CC2)C(=O)N1CCc1ccccc1 (centres undefined)	13	3	1	-25	-3	-3	1	-2.0	-2.3
O=C(CCNC(=O)c1ccc([N+](=O)[O-])cc1)NCCc1ccccc1	7	-10	-1	0	14	-13	0	-2.1	0.1
CCOCCCN(Cc1ccco1)S(=O)(=O)c1csc(C(N)=O)c1	7	5	-1	6	-11	-5	4	-2.2	-1.1
Nn1c(SCC(=O)N2CCCC2=O)nnc1-c1cccs1	/	-1	2	/	3	/	-1	/	/
Cc1ccccc1Nc1nnc(SCC(=O)c2c(N)n(C)c(=O)n(C)c2=O)s1	4	2	-4	-13	-12	10	4	-2.4	-1.1
O=C(Nc1ccccc1C(F)(F)F)N1CCCC(O)C1 (centres undefined)	4	1	6	-9	11	4	0	-2.8	-2.8
Cc1ccc(NC(=O)C(=O)NCCc2c[nH]c3ccccc23)c(C)c1	-5	-6	-1	12	-23	2	7	0.8	0.2
COc1cc([N+](=O)[O-])ccc1NC(=S)Nn1cnnc1	2	-2	-2	0	50	-6	-1	-2.5	-2.5
C=CCC[C@@H](Cc1ccc(F)cc1)C(=O)OC[C@@H](Cc1ccccc1)NC(=O)[C@@H](CC=C)CC(=O)N[C@@H](CO)Cc1ccccc1	/	-8	8	/	5	/	5	/	/
CC12CCC(C(=O)N3CCCc4ccccc43)(CC1=O)C2(C)C (centres undefined)	-2	-7	3	4	2	15	4	-2.3	-1.6
COc1ccc2c(COC(=O)c3n[nH]c4ccccc34)cc(=O)oc2c1	1	-1	-6	1	-15	7	-1	-2.2	-1.6

Of the compounds above, these contain bromine.
SMILES	NS3 helicase inh	GalR3 antagonist	IDE act	p-CIP stab down	CRFR2-BP antag	SUMO HTRF inh	IDE cell inh	IMP-1 inh	VIM-2 inhibitor
COC(=O)c1cn(NC(=O)Cc2ccccc2Br)c(=O)c2ccccc12	-1	-6	3	-17	-6	-6	-4	-2.3	-0.3
O=C(NCCNc1ccc([N+](=O)[O-])cc1)c1ccccc1Br	1	-4	3	8	12	-21	-2	-0.3	-4.3
CCN(CC(=O)NCc1cccs1)S(=O)(=O)c1cccc(Br)c1	/	-1	-1	/	2	/	-6	/	/

Other structures.
SMILES	NS3 helicase inh	GalR3 antagonist	IDE act	p-CIP stab down	CRFR2-BP antag	SUMO HTRF inh	IDE cell inh	IMP-1 inh	VIM-2 inhibitor
Cc1ccc(C)n1-c1ccncc1	-4	1	-1	-15	3	22	9	-0.2	-2.6
CCCCN1C2CCCC1CC(NC(=O)c1cccc(Cl)c1)C2 (centres undefined)	-7	0	-3	-1	5	3	6	-3.1	0.1
CN(NC(=O)c1ccco1)c1nc2ccccc2nc1C(F)(F)F	2	0	0	-4	2	-5	1	-1.5	1.2
COc1ccc(NC(=O)C2CCN(S(=O)(=O)c3cn(C)nc3C)CC2)cc1	23	-2	3	3	-4	11	1	2.2	2.4
Cc1c(C(=O)Nc2ccc(S(=O)(=O)N(C)C3CCN(C)CC3)cc2)oc2ccccc12	/	-2	2	/	-32	/	-2	/	/
CSc1nsc(SCC(=O)Nc2ccccn2)n1	4	-4	3	-2	8	9	2	-3.8	-3.9

Record cards, from the list above. Order of values: NS3 helicase inh	GalR3 antagonist	IDE act	p-CIP stab down	CRFR2-BP antag	SUMO HTRF inh	IDE cell inh	IMP-1 inh	VIM-2 inhibitor
Record of Cc1ccc(C)n1-c1ccncc1 → -4	1	-1	-15	3	22	9	-0.2	-2.6
Record of Cc1c(C(=O)Nc2ccc(S(=O)(=O)N(C)C3CCN(C)CC3)cc2)oc2ccccc12 → /	-2	2	/	-32	/	-2	/	/
